Bioassay records: PubChem, several laboratories
West Nile antiviral: inhibition of WNV-induced cytopathic effect – cell-based, CPE readout (AID 1621); West Nile virus-infected cells, CPE inhibition; higher % means a stronger effect; CPE inhibition, % at 10 µM; hits with a dose series show IC50 in µM; 0.02% of 290,000 active; in the data active = a potency from the dose series; inconclusive = CPE inhibition mostly from about 3.7% at the one dose, without a potency; inactive = the rest, 99 in 100 with CPE inhibition below about 2.2%; also: strong numbers were not always called active
UTI89 phage lysis: protection from phage-mediated lysis, alamar blue read-out – E. coli UTI89, K1F phage, bacterial capsule biogenesis inhibitors (AID 488966); 0.02% of 340,000 active; one-dose inhibition, % at 100 µM; IC50 in µM for titrated hits; E. coli UTI89 K1F phage lysis, alamar blue, 2 h; higher % means a stronger effect;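 active = phage lysis inhibition, versus mean bacterial control, above a set limit; inconclusive = no clear call, values can overlap the other calls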;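 also: capsule biogenesis inhibitors block K1F phage lysis so surviving cells raise fluorescence; higher fluorescence means more inhibition of phage lysis; actives were called in the ten point dose series up to 300 µM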
TNAP activators: human TNAP enzyme activators, primary screen, biochemical, luminescent, no phosphate acceptor, uHTS (AID 1001); 0.03% of 200,000 active; one-dose activation fold at 20 µM; EC50 in µM for titrated hits; purified TNAP, luminescent activation assay, no phosphate acceptor; higher activation fold means a stronger effect; in the data active = activation fold from about 3, or a potency from the dose series; inactive = the rest, 99 in 100 with activation fold below about 1.6; also: many of its hits are not listed in these tables
T cell HTS: T cell immune modulators affecting CD8 T cell-vesicle binding | 2C CD8+ T cell-vesicle binding, flow cytometry; stronger effect = lower value | calls only at 7 µM | 0.068% of 330,000 active;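 active = response, share of CD8 T cells binding vesicles, and their 90th percentile fluorescence all below set limits, cut at about 80% in these data, passing the limit was not always enough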
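incubation = binding step 1.5 h, 37 °C, antibody labelling 20 min, ice | test system = 2C mouse CD8+ T cells | read-out basis = percent CD8+ FL2 mean versus row control | controls = Peptide-free naked vesicles (low) and QL9 vesicles with 0.7% DMSO vehicle (high) | detection = flow cytometry of vesicle-bound cells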
RSV CPE inhibition: RSV antiviral activity via CPE protection, HEp-2 cells, primary 10 µM value included (AID 2391). HEp-2 cells, RSV-induced CPE inhibition; higher % means a stronger effect. CPE inhibition, % at 10 µM, or IC50 in µM where a hit was titrated. 0.13% of 310,000 active; in the data active = a potency from the dose series; inconclusive = CPE inhibition mostly from about 23% at the one dose, without a potency; inactive = the rest, 99 in 100 with CPE inhibition below about 21%; also: strong numbers were not always called active
M1AAP inhibition: malaria alanyl aminopeptidase activity blockers – biochemical, fluorogenic H-Leu-NHMec substrate, 1536-well (AID 1445) | one-dose inhibition, % at 30 µM; IC50 in µM for titrated hits | 0.42% of 220,000 active | recombinant M1AAP, H-Leu-NHMec fluorogenic kinetic assay; higher % means a stronger effect;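 active = primary inhibition above the hit cutoff, then over 50% inhibition at one or more dose response concentrations, cut at about 23% in these data, passing the limit was not always enough; inconclusive = conflicting primary data, or primary hits not chosen for dose response; inactive = low primary inhibition, or under 50% at every dose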;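 also: plate controls were DMSO full reaction for no effect and no enzyme background for full effect; strong numbers were not always called active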
human PMI inhibition: MPI enzyme activity inhibition – biochemical, fluorescence intensity, coupled assay, primary screen (AID 1209); purified PMI enzyme, coupled fluorescence intensity; higher % means a stronger effect; inhibition, % at 20 µM; hits with a dose series show IC50 in µM; 0.42% of 190,000 active;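 also: plate controls were DMSO vehicle for no effect and wells lacking substrate for full effect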
PMI inhibition: MPI inhibition at elevated mannose 6-phosphate – biochemical, fluorescence intensity, high mannose 6-phosphate, primary screen (AID 1220). inhibition, % at 20 µM; hits with a dose series show IC50 in µM. 0.66% of 190,000 active. recombinant PMI enzyme, coupled fluorescence intensity; higher % means a stronger effect
M17LAP inhibition: P. falciparum M17LAP inhibitors, primary screen, biochemical, fluorogenic H-Leu-NHMec substrate, 1536-well (AID 1619); recombinant M17LAP, H-Leu-NHMec fluorogenic kinetic assay; higher % means a stronger effect; inhibition, % at 30 µM, or IC50 in µM where a hit was titrated; 0.38% of 220,000 active;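 active = compound inhibiting the enzyme by more than half at any dose during confirmatory dose-response retesting; inconclusive = strong single-dose inhibitors picked by rank but not retested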;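 also: plate controls were full reaction with DMSO carrier for no effect and no enzyme background for full effect; strong numbers were not always called active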
T cell HTS vesicle-bound %: recorded beside T cell HTS, whose call it bears; double positive events, %; measured here: CD8+ vesicle-bound cell fraction;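 binding gate set so that unloaded-vesicle control wells show 10% double positive cells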
Starred values were filed as active, the others as inactive; i = inactive; ? = inconclusive; . = not tested or not shown; [ ] = dose if it differs, or a comment. Rule as the data show it, unless noted: active = inhibition above about 50%; inactive = the rest.

SMILES	West Nile antiviral	UTI89 phage lysis	TNAP activators	T cell HTS	T cell HTS vesicle-bound %	RSV CPE inhibition	M1AAP inhibition	human PMI inhibition	PMI inhibition	M17LAP inhibition
Cc1ccc(C)c(NC(=S)N2CCN(c3cccc(C(F)(F)F)c3)CC2)c1	0.1%	0.1%	1.2	i	32	-0.7%	-2%	3%	5%	-6%
COc1ccc(-n2cc(CNC3CCN(C)CC3)c(-c3cccc(F)c3)n2)cc1	?	1.0%	1.1	i	33	6.1%	0%	-9%	-15%	2%
Cc1sc2ncn(CC(=O)N(CC(=O)NC3CCCC3)Cc3cccs3)c(=O)c2c1C	-0.5%	0.8%	1	.	.	0.5%	0%	-6%	-2%	5%
O=C(Nc1ccn([C@H]2CC[C@@H](CO)O2)c(=O)n1)c1ccccc1	0.5%	-0.4%	.	i	4	2.6%	7%	.	.	10%
COC(=O)COc1ccc(S(=O)(=O)Nc2ccc3c(c2)OCCO3)cc1Cl	0.5%	5.5%	1.1	i	29	-3.3%	-1%	6%	7%	13%
Cc1c(Cl)cc(-n2cnnn2)cc1[N+](=O)[O-]	-0.6%	-0.8%	0.9	i	29	0.8%	2%	-16%	-12%	-3%
CCOc1cccc2sc(N(CCCN(C)C)C(=O)c3ccc(S(=O)(=O)N(C)Cc4ccccc4)cc3)nc12	0.4%	0.1%[50 µM]	.	i	64	0.5%	.	.	.	.
CC(=O)/C(N=Nc1ccc2c(c1)OCO2)=C(\C)O	0.0%	4.1%	0.9	i	47	2.2%	15%	-14%	-8%	32%
CCOC(=O)CCCN1CC(O)=C(c2nc3ccccc3s2)C1=N	-0.4%	-0.4%	1.9	i	17	3.0%	2%	7%	14%	1%
CN(CCC#N)c1ncnc2scc(-c3ccccc3)c12	0.0%	6.7%	1.1	i	24	0.3%	7%	-4%	-6%	7%
CCOc1cc(C(=S)N2CCOCC2)ccc1OC(=O)c1ccc(C)cc1	0.3%	-0.3%	.	i	20	2.3%	.	.	.	.
C#CCSc1n[nH]c(=O)n1-c1cccc(C(F)(F)F)c1	-0.8%	0.4%	.	i	54	1.8%	1%	.	.	7%
CC(=O)N/C(=C/c1ccc2c(c1)OCO2)C(=O)NCCO	-0.3%	1.2%[50 µM]	1	i	29	1.7%	3%	-6%	-4%	10%
O=C(CCCN1C(=O)c2cccc3cccc(c23)C1=O)N1CCc2ccccc2C1	-0.1%	-0.2%	1	i	50	3.5%	8%	15%	-1%	10%
CC1(C)NC(=O)N(CC(O)COC2CCCCC2)C1=O (stereo not drawn)	.	3.8%	0.9	i	35	0.8%	-3%	11%	11%	0%
CCCn1c(/C=N/Nc2nc3ccccc3[nH]2)nc2ccccc21	-0.8%	?	1.6	.	.	.	-10%	8%	-3%	-2%
COC(=O)CSCC(=O)Nc1nnc(-c2ccccc2C)s1	0.3%	0.0%	1.2	i	55	1.1%	1%	-1%	2%	0%
CCn1nc(C)c(CNC(=O)CC2C(=O)NCCN2CC(C)C)c1C (stereo not drawn)	-0.2%	0.7%	1.1	i	46	0.6%	0%	8%	18%	-1%
Cc1ccc(N2CC(C(=O)Nc3nnc(SCCC4OCCO4)s3)CC2=O)cc1C (stereo not drawn)	-0.2%	0.1%	.	i	33	1.9%	.	.	.	.
O=C(CSc1nnc(-c2cc3ccccc3cc2O)n1Cc1ccco1)c1ccc(F)cc1	-0.7%	0.1%	1	i	25	5.5%	6%	-4%	-2%	2%
COCCN=c1scc(-c2ccc3c(c2)NC(=O)CO3)n1/N=C(\C)c1ccc(O)cc1	1.0%	0.0%	.	i	17	0.3%	4%	.	.	7%
Cc1cn(-c2cc(NC(=O)c3ccc(C)c(NC(=O)c4cccc(-c5cn[nH]c(=O)c5)c4)c3)cc(C(F)(F)F)c2)cn1	-0.1%	1.4%	.	i	19	-4.1%	.	.	.	.
CCOC(=O)CCSc1nc(C(C)(C)C)cc(C(F)(F)F)c1C#N	0.6%	0.9%	1.1	i	17	2.7%	10%	3%	6%	11%
Cc1ccccc1-c1nc(CS(=O)(=O)CC(=O)NC(C)c2ccccc2)c(C)o1 (stereo not drawn)	-0.3%	-0.4%	.	i	5	9.6%	.	.	.	.
CC1CCN(C(=O)COC(=O)c2n[nH]c3ccccc23)CC1	0.1%	0.6%	0.4	i	23	0.7%	4%	-2%	0%	6%
CCc1ccc(N2C(=O)CC(N3CCC(C(=O)OC)CC3)C2=O)cc1 (stereo not drawn)	0.0%	-0.6%	1.1	i	46	0.8%	4%	-1%	-3%	-7%
O=C(CN=C1NC(=O)C(c2ccccc2)(c2ccccc2)N1)NCc1ccc(F)cc1	-0.3%	1.6%[50 µM]	1.2	i	1	-0.7%	4%	-1%	2%	8%
COc1ccc(Cc2nnc(NC(=O)CSc3ccccc3)s2)cc1	0.2%	4.9%	1.2	i	13	-1.1%	-2%	8%	11%	0%
Cc1c(C(=O)N/N=C/c2c(O)ccc3ccccc23)nnn1-c1nonc1N	?	-1.4%	.	i	16	10%	.	.	.	.
O=C(/C=C/c1c(Cl)nc2ccccn12)N1CCN(c2ccccc2F)CC1	-1.4%	-0.2%	1.1	i	35	20%	4%	4%	8%	1%
Cc1ccc2c(C(=O)CN3CCN(C4CCCCC4)CC3)c(C)[nH]c2c1	-0.2%	0.8%	1	i	39	-0.3%	-3%	-7%	-14%	-5%
O=C(CCC(=O)N(CC(=O)NC1CCCC1)Cc1cccs1)Nc1nccs1	0.0%	-0.1%	1.1	i	28	0.6%	.	2%	7%	.
COc1ccc(/C(O)=C2/C(=O)C(=O)N(CC3CCCO3)C2c2ccc(OC)c(OC)c2)cc1 (stereo not drawn)	0.0%	-1.2%	1	i	53	1.7%	9%	-3%	7%	7%
C=CCNC(=O)CCCC(=O)NCC=C	-0.8%	1.1%	1.1	i	31	1.2%	11%	15%	14%	-9%
CS/C(N)=N/S(=O)(=O)c1ccc(NC(C)=O)cc1	0.3%	0.1%	.	i	52	0.4%	1%	.	.	-1%
Cc1c(NC(=O)CSc2nnnn2-c2ccc(O)cc2)c(=O)n(-c2ccccc2)n1C	-0.4%	2.6%	1.1	i	14	4.4%	4%	2%	0%	-2%
CS(=O)(=O)N1CCN(CCN2C(=O)c3cccc4cccc(c34)C2=O)CC1	-0.7%	0.2%	1	i	58	-0.7%	1%	-9%	-11%	1%
COc1ccc(N2C(=O)CC(Sc3ncccc3C(=O)O)C2=O)cc1 (stereo not drawn)	0.1%	5.6%	1.1	i	4	-1.7%	-2%	-4%	-6%	10%
CCOC(=O)c1c[nH]c(=O)c(Br)c1O	0.9%	1.8%[50 µM]	1	i	44	0.8%	10%	-2%	-7%	31%
O=C(NC1CCCCC1)[C@@H]1CC=C[C@@H]2CCN(C3CCCCC3)C(=O)[C@@H]21	-0.3%	0.5%	.	i	53	-0.2%	.	.	.	.
COC(=O)CCCC1=CC2=CC(=O)C(C)(OC(=O)CCc3ccccc3)C(=O)C2=CO1 (stereo not drawn)	-0.4%	1.6%	.	i	21	0.7%	14%	.	.	4%
COc1ccc(/C=N/n2cnc3c([nH]c4ccccc43)c2=O)cc1COc1ccccn1	0.5%	.	1.1	i	29	1.0%	2%	-14%	-9%	-2%
CCOC(=O)C1(Cc2cccc(Cl)c2)CCCN(C(=O)C(C)(C)C)C1 (stereo not drawn)	-1.0%	-0.7%	.	i	58	1.1%	.	.	.	.
CCC(CC)NC(=O)c1ccccc1Oc1ccccc1	-0.4%	0.2%	1.1	i	28	1.1%	4%	6%	7%	0%
CCCC(=O)Nc1nc2ccc3nc(C)sc3c2s1	0.6%	1.1%	1	i	34	-2.0%	2%	2%	2%	10%

Two records picked at random from those above:
SMILES	West Nile antiviral	UTI89 phage lysis	TNAP activators	T cell HTS	T cell HTS vesicle-bound %	RSV CPE inhibition	M1AAP inhibition	human PMI inhibition	PMI inhibition	M17LAP inhibition
Cc1c(NC(=O)CSc2nnnn2-c2ccc(O)cc2)c(=O)n(-c2ccccc2)n1C	-0.4%	2.6%	1.1	i	14	4.4%	4%	2%	0%	-2%
CCC(CC)NC(=O)c1ccccc1Oc1ccccc1	-0.4%	0.2%	1.1	i	28	1.1%	4%	6%	7%	0%

Other entries
SMILES	West Nile antiviral	UTI89 phage lysis	TNAP activators	T cell HTS	T cell HTS vesicle-bound %	RSV CPE inhibition	M1AAP inhibition	human PMI inhibition	PMI inhibition	M17LAP inhibition
S=C(Nc1cccc(Cl)c1Cl)NC1CCN(Cc2ccccc2)CC1	-1.2%	-0.1%	.	i	4	7.5%	.	.	.	.
Cc1ccc(C(=O)Nc2ccccc2C(=O)O)cc1S(=O)(=O)Nc1ccccc1	-0.1%	0.1%	.	i	29	3.0%	.	.	.	.
CCOC(=O)C1=C(N)OC(CCl)=C(C#N)C1c1ccsc1 (stereo not drawn)	-0.7%	-1.6%[50 µM]	1.1	i	52	0.3%	0%	-32%	-20%	17%
CC1(C)Cc2c(ccc3ccccc23)/C(=C/C#N)N1	-0.5%	0.3%	1.1	i	14	13%	7%	9%	3%	-5%
Cc1ccsc1CNn1cnnc1SCc1ccc(Cl)cc1	-0.6%	-4.5%	1.1	i	59	21%	1%	3%	13%	13%
CCc1ccc(Nc2nnc(SCC(=O)Nc3cccc(S(=O)(=O)NC4=NCCCCC4)c3)s2)cc1	0.5%	2.0%	1.4	i	45	?	5%	23%	17%	-4%
CCOCCc1nnc(NC(=O)CCC2CCCCC2)s1	0.0%	0.2%	.	i	59	4.5%	.	.	.	.
O=C(NNc1nc2c(F)cccc2s1)c1ccc(F)cc1	-0.2%	2.0%	2.5	i	35	3.1%	-2%	-13%	-6%	-15%
CCC(=O)NC(c1ccc(C)cc1)c1cc([N+](=O)[O-])c2cccnc2c1O (stereo not drawn)	2.7%	1.6%	1.1	i	34	-1.5%	-2%	9%	54%*	58%
NS(=O)(=O)c1ccc(CNC(=O)c2cc(-c3cccnc3)nc3ccccc23)cc1	0.4%	1.1%	.	i	57	-0.7%	.	.	.	.
CCOC(=O)c1nn(-c2ccc(C)c(C)c2)cc1O	-0.8%	-1.4%	1	i	6	2.5%	11%	14%	12%	0%

Look-ups from the results shown.
`CC1(C)Cc2c(ccc3ccccc23)/C(=C/C#N)N1` – T cell HTS vesicle-bound %: 14
`Cc1ccc(C(=O)Nc2ccccc2C(=O)O)cc1S(=O)(=O)Nc1ccccc1` – West Nile antiviral: -0.1%
`CCc1ccc(Nc2nnc(SCC(=O)Nc3cccc(S(=O)(=O)NC4=NCCCCC4)c3)s2)cc1` – M1AAP inhibition: 5%
`CCOC(=O)c1nn(-c2ccc(C)c(C)c2)cc1O` – M1AAP inhibition: 11%
